MBNL1-CUG inh: MBNL1-poly(CUG) RNA binding inhibition; Q9NR56; TR-FRET MBNL1-His/biotin-(CUG)12 binding, 665/545 ratio; Potency, µM (doses to about 57.5 µM), without a hit: top-dose activity change, negative = inhibition, usual class: inhibitors; 280,000 compounds, 0.036% hits; AID 2675; active = well fitted inhibition curve with a large enough effect in the signal ratio, with a control signal flat, not every such curve was filed as active; inconclusive = small, poorly fitted or top-dose-only effect, or effect the other way, or a change in a side signal; inactive = no such curve, though single readings can be large or run the other way; the % refers to the signal ratio; also: potency is read from the fitted curve at half-maximal effect; % is scaled to controls: 0 for no effect and ±100 for the full control effect
Target sequence (Q9NR56 whole entry, looked up): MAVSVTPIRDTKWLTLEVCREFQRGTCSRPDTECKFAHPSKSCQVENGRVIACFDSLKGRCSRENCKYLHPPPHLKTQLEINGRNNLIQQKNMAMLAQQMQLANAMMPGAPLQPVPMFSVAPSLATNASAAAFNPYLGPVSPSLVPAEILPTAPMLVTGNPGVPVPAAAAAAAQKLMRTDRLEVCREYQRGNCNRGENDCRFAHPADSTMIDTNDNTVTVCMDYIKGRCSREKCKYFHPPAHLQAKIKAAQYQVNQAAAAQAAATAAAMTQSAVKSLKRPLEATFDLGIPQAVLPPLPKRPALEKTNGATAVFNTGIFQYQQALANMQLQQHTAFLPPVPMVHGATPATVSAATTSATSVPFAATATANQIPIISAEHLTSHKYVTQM
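TR-FRET between His-tagged MBNL1 and biotin-(CUG)12 RNA, detected with Tb anti-His antibody (0.055 ng/ul) and streptavidin-XL665 (5 nM), 60 min at room temperature. Compounds titrated 92 nM to 58 uM; 665/545 nm ratio normalized to buffer and complex controls.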
RORgamma inh: blocks mouse ROR gamma transcriptional activity; AID 2551; 310,000 compounds, 5.4% hits; Potency, µM (series often up to 53.6 µM), for inactives: at the highest dose activity change, negative = inhibition, hits mostly inhibitors; Drosophila S2 Gal4-RORgamma UAS-luciferase reporter, 20 h; P51450; also: potency is read from the fitted curve at half-maximal effect; % is scaled to controls: 0 for no effect and ±100 for the full control effect; nearly all actives have a fitted effect of over 60% in size
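Compounds are pin-transferred onto Drosophila Schneider cells expressing a copper-inducible Gal4–ROR gamma transactivation domain fusion. After 1 hr, copper sulfate is added to 700 uM final; luciferase is read 20 hr later.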
Mito fusion act: mitochondrial division inhibition or fusion activation | S. cerevisiae fusion-defective mutant growth rescue, CellTiterGlo 48 h | Potency, µM (doses to about 46.1 µM), for the others: at the highest dose growth rescue (activation), usual class: activators | 320,000 compounds, 0.23% hits | AID 485298;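 also: potency is read from the fitted curve at half-maximal effect; % of control where 0% means no effect; nearly all actives have a fitted effect of over 45% in size; temperature-sensitive fusion mutants such as fzo1-1 at 37 °C on non-fermentable ethanol glycerol medium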
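Growth-rescue viability read-out: after 48 h at the non-permissive 37C in glycerol/ethanol YPEG, yeast mitochondrial fusion mutants are measured by CellTiterGlo luminescence; compounds (23 nl pinned per well) restoring growth score as division inhibitors or fusion activators.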
FLuc modulator: counter-screen for miR-21 project: firefly luciferase inhibitors or activators. 360,000 compounds, 6.9% hits. purified FLuc, Km substrates, luminescence inhibition. Potency, µM (titrated, usually from 57.5 µM), for the others: at the top dose activity change, negative = inhibition, usual class: inhibitors;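 also: potency is read from the fitted curve at half-maximal effect; plate controls were vehicle for no effect and reference inhibitor for full effect; nearly all actives have a fitted effect of over 55% in size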
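Purified P. pyralis luciferase (10nM final) with 10uM D-luciferin and 10uM ATP (Km levels) in 50mM Tris acetate pH 7.5, 10mM Mg acetate, 0.01% Tween-20, 0.05% BSA; qHTS 6-point titration, ~60 µM downward; luminescence read.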
Menin MLL FP TR: menin-MLL binding inhibition, Texas Red mutant peptide; O00255; Menin + Texas Red MLL mutant peptide, fluorescence polarization; Potency, µM (series often up to 61.6 µM), for the others: at the top dose FP activity change, negative = inhibition, actives largely listed as inhibitors; 270,000 compounds, 0.23% hits; AID 1768; active = well fitted inhibition curve with a large enough effect in the polarisation, with a control signal flat, not every such curve was filed as active; inconclusive = small, poorly fitted or top-dose-only effect, or effect the other way, or a change in a side signal; inactive = no such curve, though single readings can be large or run the other way; the % refers to the polarisation; also: potency is read from the fitted curve at half-maximal effect; % of control where 0% means no effect; many of its hits are not listed in these tables
Target sequence (O00255 whole entry, looked up): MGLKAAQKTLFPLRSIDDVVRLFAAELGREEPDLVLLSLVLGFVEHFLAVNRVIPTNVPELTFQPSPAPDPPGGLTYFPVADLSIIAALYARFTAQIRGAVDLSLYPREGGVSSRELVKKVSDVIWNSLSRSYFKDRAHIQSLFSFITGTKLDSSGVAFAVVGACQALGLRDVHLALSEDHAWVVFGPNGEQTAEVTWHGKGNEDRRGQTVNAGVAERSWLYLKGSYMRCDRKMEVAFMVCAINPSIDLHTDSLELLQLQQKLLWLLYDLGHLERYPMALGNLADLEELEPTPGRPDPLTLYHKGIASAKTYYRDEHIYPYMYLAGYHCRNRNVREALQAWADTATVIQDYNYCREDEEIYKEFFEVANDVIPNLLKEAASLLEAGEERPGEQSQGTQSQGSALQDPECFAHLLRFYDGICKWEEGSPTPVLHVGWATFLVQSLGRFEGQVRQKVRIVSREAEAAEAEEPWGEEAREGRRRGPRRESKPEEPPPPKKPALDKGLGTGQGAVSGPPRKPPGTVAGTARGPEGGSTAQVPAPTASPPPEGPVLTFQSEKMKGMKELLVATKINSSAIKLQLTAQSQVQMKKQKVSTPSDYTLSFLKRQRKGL
KCNH2 3.1 inh: blocks the human KCNH2 3.1 channel isoform | U2OS KCNH2 3.1, thallium flux FluxOr; active compounds read low | activity change, % (tested at about 1.8 µM) | 340,000 compounds, 0.95% hits;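 active = maximum activity change below -70%; inconclusive = maximum activity change from -70% to -50%; inactive = maximum activity change above -50%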;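 also: thallium influx rate constant from kinetic fluorescence after stimulation buffer; % is scaled to controls: 0 for no effect and ±100 for the full control effect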
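U2OS cells transduced with KCNH2 3.1 mutant virus (1.77 x 10^8 /mL, 4 h), plated overnight at 37 C, loaded 45 min with FluxOr dye plus Red40 quencher. Thallium flux rate constant from kinetic reads after stimulation buffer, normalised to controls.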
Gal4-VP16 FLuc: counter-screen for ROR gamma inhibitors: Gal4-VP16 reporter. Potency, µM (series often up to 53.6 µM), for the others: at the highest dose activity, negative = inhibition, usual class: inhibitors. Drosophila S2 Gal4-VP16 UAS-luciferase, luminescence, 20 h. 310,000 compounds, 3.5% hits;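 also: Gal4-VP16 expression switched on by copper sulfate through the metallothionein promoter; potency is read from the fitted curve at half-maximal effect; % is scaled to controls: 0 for no effect and ±100 for the full control effect; nearly all actives have a fitted effect of over 50% in size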
ELG1 repair inh: inhibitors of ELG1-dependent DNA repair in HEK293T cells. 330,000 compounds, 2.3% hits. HEK293T ELG1-luciferase reporter, luminescence, 16 h; DNA damage induced by 5-fluorouridine. Potency, µM (series often up to 46.1 µM), for inactives: at the highest dose activity change, negative = inhibition, most hits filed as inhibitors; also: potency is read from the fitted curve at half-maximal effect; % is scaled to controls: 0 for no effect and ±100 for the full control effect; nearly all actives have a fitted effect of over 55% in size
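In this reporter screen, reduction of luminescence relative to DMSO vehicle indicated activity. Compounds and 5-fluorouridine were added together to 2,000 cells per well, incubated for 16 hr at 37 °C, then developed with ONE-Glo.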
NPC1 promoter act: activates the NPC1 promoter | 320,000 compounds, 2.4% hits | Potency, µM (top dose mostly 9.22 µM), for the others: top-dose activation, actives largely listed as activators | Huh7 NPC1 promoter luciferase reporter, 24 h;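 also: potency is read from the fitted curve at half-maximal effect; % of control where 0% means no effect; nearly all actives have a fitted effect of over 60% in size; reporter is driven by a mutant NPC1 promoter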
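Stably transfected Huh7 (NPC1 promoter→luciferase), 1500 cells/well in Opti-MEM + 10% FBS, 2 h settle, then compound 24 h at 37 °C. Luminescence after 10 min with Amplite reagent.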
PKM2 act: PKM2 (human) enzyme activation | P14618 | purified PKM2, Kinase-Glo ATP luminescence, activation; response scale: 0% is enzyme alone, no compound | 260,000 compounds, 0.34% hits | Potency, µM (doses to about 57.5 µM), for the others: at the highest dose activation, hits mostly activators; also: potency is read from the fitted curve at half-maximal effect; % is scaled to controls: 0 for no effect and ±100 for the full control effect; nearly all actives have a fitted effect of over 55% in size
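ATP formation by purified human PK-M2, quantified via coupled luciferase luminescence after 1 h at room temperature with 0.1 mM ADP and 0.5 mM PEP final.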
Rab9 prom act: activators of Rab9 promoter; Huh7 Rab9 promoter-luciferase reporter, luminescence, 24 h; Potency, µM (doses to about 9.22 µM), for inactives: top-dose activation, negative = inhibition, actives largely listed as activators; 320,000 compounds, 2.8% hits; also: potency is read from the fitted curve at half-maximal effect; % of control where 0% means no effect; nearly all actives have a fitted effect of over 60% in size
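Using Huh7 cells stably transfected with Rab9 promoter–luciferase, compounds were incubated 24 h at 37 °C, 5% CO2; luciferase luminescence was read 10 min after reagent addition.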
Active calls of the source: *; ? = inconclusive; nt = no result given; & = joins results of further samples; [ ] = remark or other dose. Unless noted, calls follow the shape of the dose curve; as a rule, active = well fitted curve in the direction sought with a large enough effect; inconclusive = small, poorly fitted or top-dose-only effect, or another doubt; inactive = no such curve, though single readings can be large; an effect the other way counts as inactive or inconclusive.

SMILES	MBNL1-CUG inh	RORgamma inh	Mito fusion act	FLuc modulator	Menin MLL FP TR	KCNH2 3.1 inh	Gal4-VP16 FLuc	ELG1 repair inh	NPC1 promoter act	PKM2 act	Rab9 prom act
COc1ccc(-c2nc(C)ncc2-c2ccccc2)c(O)c1	-7%	-16%	7%	1%	-2%	5	-10%	?	7%	nt	-4%
Cc1ccc(C)c(OCCC(=O)NCCc2ccc(F)cc2)c1	-7%	14%	19%	5%	nt	-2	-3%	-2%	-5%	0%	12%
O=C(Nn1cnnc1)c1ccc([N+](=O)[O-])cc1	?	-1%	-2%	-2%	25%	-2	-6%	9%	2%	0%	7%
O=C(NC1CCCC1)C(c1ccncc1)N(C(=O)c1csnn1)c1ccc(F)cc1 (stereo unspecified)	0%	15%	-1%	2%	-6%	-8	1%	-3%	-6%	nt	1%
Nc1nc(Nc2ccccc2F)nc(N2CCOCC2)c1[N+](=O)[O-]	4%	18%	3%	-6%	nt	-4	27%	0%	2%	-1%	6%
CCOc1ccccc1NC(=S)NCCCn1ccnc1	2%	-1%	-2%	1%	3%	-27	-9%	12%	1%	4%	-9%
Cc1ccc2c(c1)-c1c(cnn1CC(=O)N1CCCN(Cc3ccccc3F)C1)CO2	-3%	31%	3%	7%	-11%	5	4%	?	-5%	-2%	2%
Cc1cc(N2C(=O)C(=O)/C(=C(/O)c3ccccc3)C2c2cccs2)no1 (stereo unspecified)	23%	-9%	4%	1%	2%	3	1%	0%	1%	-1%	2%
Cc1cccc(OCCCN2CCOCC2)c1	-5%	?	0%	-2%	3%	-8	7%	0%	0%	2%	3%
O=S(=O)(NCC1CCCN(Cc2ccccc2)C1)c1cccc2cccnc12 (stereo unspecified)	0%	-30%	-1%	2%	nt	-8	1%	-6%	1%	-5%	-7%
O=C(CSc1nnc(-c2ccco2)o1)N1CCOCC1	-1%	18%	-7%	-6%	18%	16	-9%	?	0%	?	3%
O=C1CCCc2c1[nH]c1ccc(Cl)cc21	0%	-21%	-9%	-1%	4%	-22	6%	3%	-4%	6%	-2%
O=C(N/N=C/c1ccccc1C(=O)O)c1cccc(S(=O)(=O)N2CCCCC2)c1	nt	nt	-2%	-3%	nt	7	nt	1%	-8%	nt	-4%
O=C(CN1CCN(C(c2ccccc2)c2ccccc2)CC1)NCc1ccccc1	2%	27%	13%	-4%	?	-19	-2%	-17%	-5%	-6%	1%
Cc1ccc(C(=O)Nc2cccc([N+](=O)[O-])c2)cc1S(=O)(=O)Nc1ccc(NC(=O)c2ccccc2)cc1	nt	?	-5%	0%	?	3	0%	5.2µM*	-1%	1%	-8%
Cn1cc(C(=O)c2cccc(Cl)c2)cc1/C=N\O	nt	-23%	2%	-2%	-3%	4	-15%	-8%	7%	1%	9%
Cc1ccc(NC(=O)Cn2cc(C(=O)C3CC3)c3ccccc32)cc1	8%	-13%	6%	1%&3%	-19%	3	2%	13%	-3%	nt	3%
O=C(Nc1nc2c(Cl)c(Cl)ccc2s1)C1CC1	-2%	20%	3%	-11%	43%[activator]	-10	-1%	2%	18%	0%	3%
Cc1cccc(C(=O)Nc2ccc(S(=O)(=O)N3CCOCC3)cc2C)c1	-1%	21%	1%	-2%	-2%	10	4%	-25%	-1%	-7%	0%
Cc1ccc(S(=O)(=O)NCCNC(=O)N2CCOCC2)cc1	-8%	7%	-3%	6%	0%	-2	-8%	1%	-1%	-6%	4%
CC(=O)Nc1ccc(NC(=O)c2sc3nc4n(c(=O)c3c2C)CCCCC4)cc1	8%	-10%	7%	-1%	-3%	11	-3%	?	-8%	2%	-4%
CSCC(=O)N1CCCC(CNC(=O)c2ccccc2Cl)C1 (stereo unspecified)	-16%	20%	5%	-4%	0%	21	1%	-2%	-2%	-1%	-10%
CC(C)(C)OC(=O)NCCCC[C@H](NC(=O)c1[nH]cnc1C(=O)Nc1ccccc1)C(=O)OC(C)(C)C	5%	13µM*	1%	-4%	nt	-7	?	?	-13%	-9%	-3%
CCN(CCCNC(=O)c1[nH]c(C)c(C(C)=O)c1C)c1cccc(C)c1	-6%	?	4%	0%	-16%	-1	-6%	1%	-3%	3%	-1%
O=C(Nc1ccc(F)cc1)N1CCc2ccccc2C1	-3%	-6%	-4%	24µM*	13%	6	6%	?	4µM*	3%	?

Continued.
SMILES	MBNL1-CUG inh	RORgamma inh	Mito fusion act	FLuc modulator	Menin MLL FP TR	KCNH2 3.1 inh	Gal4-VP16 FLuc	ELG1 repair inh	NPC1 promoter act	PKM2 act	Rab9 prom act
Fc1ccccc1NC(=S)Nc1ccc(Br)cc1	-10%	11µM*	-1%	?	?	13	?	-6%	-4%	4%	2%
O=C(Nc1nc2ccsc2c(=O)s1)C1CCC1	12%	?	-4%	19µM*	nt	13	26%	?	?	3%	?
Cc1ccc(C(=O)COc2ccc3c(C)cc(=O)oc3c2)cc1	7%	5%	-8%	?	?	-19	2%	?	1%	nt	-3%
Cc1cc(C)nc(SCc2cn3c(C)cc(C)nc3n2)n1	0%	23%	3%	-3%	nt	9	1%	10%	-4%	-6%	11%
O=C(OCc1ccc(Br)cc1)c1cccc(-c2nnc(-c3ccccc3)o2)c1	-9%	-2%	-9%	-4%	2%	1	-24%	?	?	5%	3.5µM*
COCc1nnc(NC(=O)c2cc(OC)c(OC)cc2[N+](=O)[O-])s1	?	-13%	-1%	2%	6%	36	2%	-4%	-4%	-2%	2%
NC(=O)Nc1ccc(C(=O)OCC(=O)Nc2ccc([N+](=O)[O-])cc2C(F)(F)F)cc1	nt	12%	8%	-8%	?	6	-16%	?	5%	-21%	4%
CCCc1nnc(SCC(=O)O)n1CC	-6%	-2%	-1%	0%	nt	8	4%	3%	-3%	1%	-7%
CCn1c(CNC(=O)c2ccc(F)cc2)cc2ccccc21	24%	42%	2%	-1%	18%	-14	24%	15%	23%	-1%[11.5 µM]	29%
c1cc(-n2nnc3cnccc32)ccn1	0%	14%	6%	0%	nt	10	-7%	-6%	-2%	-3%	0%
O=C(O)c1cccc(S(=O)(=O)N2CCOCC2)c1	1%	1%	0%	3%[2.3 µM]	-7%	-16	-25%	7%	-1%	1%	-3%
O=C(CSc1ccc(Cl)cc1)Nc1cccc(NC(=O)c2ccco2)c1	-15%	40%	7%	?	?	-22	0%	-18%	-1%	-2%	-3%
Cc1cccc(NC(=O)C(=O)NCC2CCCO2)c1 (stereo unspecified)	-1%	-30%	-2%	21µM*	5%	-5	-6%	?	2.5µM*	-10%	0.71µM*
COC(=O)CCCC1=CC2=C(c3ccccc3)C(=O)C(C)(OC(=O)C3CCCC3)C(=O)C2=CN1c1ccc(OC)cc1 (stereo unspecified)	?	7%	-2%	4%	?	19	-1%	0%	-2%	1%[11.5 µM]	-4%
O=C1NC(=Nc2cccc(O)c2)S/C1=C\c1cccc([N+](=O)[O-])c1	14%	?	0%	-18%	?	-1	-5%	3%	-1%	nt	-2%
CCOc1ccc(CNC(=O)c2ccc(Sc3ccc(C)cc3)c(NC(C)=O)c2)cc1OC	8%	?	-6%	8%	-9%	-3	-26%	?	-4%	1%	-8%
COc1ccc(Nc2cc(Nc3cc(OC)c(OC)c(OC)c3)ncn2)cc1	8%	-1%	0%	?	?	3	-3%	-8%	0%	nt	0%

A stretch taken from the entries so far:
SMILES	MBNL1-CUG inh	RORgamma inh	Mito fusion act	FLuc modulator	Menin MLL FP TR	KCNH2 3.1 inh	Gal4-VP16 FLuc	ELG1 repair inh	NPC1 promoter act	PKM2 act	Rab9 prom act
Fc1ccccc1NC(=S)Nc1ccc(Br)cc1	-10%	11µM*	-1%	?	?	13	?	-6%	-4%	4%	2%
O=C(Nc1nc2ccsc2c(=O)s1)C1CCC1	12%	?	-4%	19µM*	nt	13	26%	?	?	3%	?
Cc1ccc(C(=O)COc2ccc3c(C)cc(=O)oc3c2)cc1	7%	5%	-8%	?	?	-19	2%	?	1%	nt	-3%

Screening results deposited in PubChem BioAssay by National Center for Advancing Translational Sciences (NCATS).

The list is partial. The share of hits here may be higher or lower than overall.
